# Compound activity deposited in PubChem BioAssay by several laboratories.
# SKKanGAS inh: SKKanGAS growth inhibition | S. pyogenes SKKanGAS, kanamycin growth, BacTiter-Glo, 6 h | inhibition, % at 7.5 µM | hit rate 1.3% among 300,000;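 active = mean replicate score, as percent of positive control median, at least 50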;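 also: strain carries kanamycin resistance gene driven by streptokinase promoter and grows in 40 µg/ml kanamycin; loss of luminescence reflects streptokinase promoter inhibition or plain growth inhibition; 0% = median of DMSO wells and 100% = positive control at its reference dose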
# MrgX1 antagonist: blocks BAM8-22 activation of human MrgX1 receptor; Q96LB2; MRGX1-HEK293 calcium flux, Fluo-4, BAM8-22 antagonism; stronger effect = lower value; B-score at 10 µM; hit rate 1.3% among 310,000;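 active = calcium-response B-score plate-corrected more than 3 library SD below zero, starting fluorescence within 5 deviations, no agonist response on first addition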;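 also: peak minus trough fluorescence over baseline after final BAM8-22 challenge near maximal dose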
# Target sequence (Q96LB2 whole entry, looked up): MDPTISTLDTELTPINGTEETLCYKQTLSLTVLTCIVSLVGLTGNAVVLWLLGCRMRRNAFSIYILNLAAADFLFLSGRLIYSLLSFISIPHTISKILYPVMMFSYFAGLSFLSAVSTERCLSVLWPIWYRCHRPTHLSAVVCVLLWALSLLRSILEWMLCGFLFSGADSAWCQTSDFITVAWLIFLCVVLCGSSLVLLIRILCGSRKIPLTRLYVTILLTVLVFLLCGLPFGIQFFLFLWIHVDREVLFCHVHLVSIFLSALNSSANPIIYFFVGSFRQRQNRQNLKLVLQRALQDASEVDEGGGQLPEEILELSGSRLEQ
# RGS4 act: RGS4 potentiation or activation. HEK293 M3R/inducible RGS4, carbachol calcium flux Fluo4; stronger effect = lower value. B-score at 10 µM. hit rate 0.92% among 310,000. AID 463111;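 active = B-score of the integrated calcium signal more than 4 SD below the library mean, with starting fluorescence not abnormally high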;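 also: negative B-score means reduced calcium response which marks RGS4 activation or potentiation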
#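 Assay system: Inducible-RGS4 HEK293 cells carrying M3 receptor | Schedule: Compound preincubation 20 min at room temperature before agonist | Signal: Kinetic calcium fluorescence imaging with Fluo4-AM dye, 2 µM | Read-out basis: B score from integrated fluorescence ratio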
# TRPC4 inh: inhibitors of mouse TRPC4 channel; Q9QUQ5; HEK293 TRPC4beta/mu-opioid, DAMGO-evoked Fluo4 calcium flux; stronger effect = lower value; B-score at 10 µM; hit rate 0.39% among 300,000; AID 2247;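 active = B-score over 3 SD under the library average, no early fluorescence shift, positive overall ratio signal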
#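 test system = HEK293 cells with stable TRPC4beta plus mu-opioid receptor expression | detection = Fluo4 Ca2+ flux fluorescence | read-out = integrated fluorescence ratio relative to baseline, converted to per-well B score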
# HIF activator: HIF pathway transcriptional activation | U2OS HRE-luciferase reporter, luminescence; normalized: DMSO 0%, desferrioxamine 100% | activation, % at 7.5 µM (by protocol) | hit rate 0.32% among 300,000;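 active = mean activation of at least 10% of the iron chelator positive control signal, with at least half of replicates also reaching 10%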
# RGS4 inh: human RGS4 inhibition; AID 463165; HEK293 M3R/RGS4 inducible, Fluo-4 calcium flux; stronger effect = higher value; triggered by carbachol at its EC20; B-score at 10 µM; hit rate 0.45% among 310,000;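 active = B-score, a plate-corrected calcium signal, over three deviations above library mean, with baseline fluorescence within five deviations of library mean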;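 also: RGS4 expression induced by doxycycline in cells with stable M3 receptor; B-score is computed from the integrated fluorescence ratio over baseline after carbachol; higher B-score means a larger calcium signal and so more RGS4 inhibition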
# Target sequence (P49798 whole entry, looked up): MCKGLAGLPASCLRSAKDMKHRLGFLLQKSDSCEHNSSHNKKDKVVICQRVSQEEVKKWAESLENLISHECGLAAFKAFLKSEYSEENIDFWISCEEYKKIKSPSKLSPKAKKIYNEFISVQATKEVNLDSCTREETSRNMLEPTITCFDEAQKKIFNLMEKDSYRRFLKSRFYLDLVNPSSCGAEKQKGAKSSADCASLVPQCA
# TRPC6 act: activators of mouse TRPC6 channel | Q61143 | hit rate 0.13% among 310,000 | B-score at 10 µM | HEK293-TRPC6 membrane potential dye fluorescence; stronger effect = higher value;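 active = B-score of the integrated fluorescence ratio above library mean plus 3 SD, and starting fluorescence ratio within library mean plus 5 SD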;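 also: higher score means more depolarization so channel activation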
# Platelet DG rel: platelet dense granule release activity | hit rate 0.22% among 300,000 | human platelet-rich plasma, SFLLRN dense granule ATP release, luminescence | inhibition, %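 (compounds screened at 7.5 µM in platelet-rich plasma)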;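 active = mean replicate score, as percent of positive control, at or above 50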
# MrgX1 allo act: allosterically activates human MrgX1 receptor signaling; Q96LB2; MrgX1-HEK293, Fluo-4 calcium flux, FDSS; stronger effect = higher value; hit rate 0.63% among 310,000; B-score at 10 µM;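 active = plate-corrected calcium response at least 3 library SD above typical, normal starting fluorescence, not activating the receptor alone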;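 also: compound read alongside a low EC10 to EC30 dose of BAM8-22 agonist; peak minus trough fluorescence over baseline measured at the second addition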
# MrgX1 agonist: activates human MrgX1 receptor signaling; Q96LB2; MrgX1-HEK293 cells, Fluo-4 calcium fluorescence, agonist mode; stronger effect = higher value; B-score at 10 µM; hit rate 0.44% among 310,000; AID 588627;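 active = calcium response B-score plate-corrected fluorescence ratio at least 3 library SD, with starting fluorescence B-score inside 5 SD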
#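 Assay system: MrgX1-expressing HEK293 cells / Amount: fifteen thousand cells per well / Doses: test compound in the initial addition of three / Timing: cells plated overnight, dye loaded 0.5 h 37 °C, 0.5 h room temperature / Technique: kinetic calcium dye fluorescence, Fluo-4 NW / Control set: positive and negative controls per plate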
# TRPC6 inhibitor: inhibitors of mouse TRPC6 channel. HEK293-TRPC6, membrane potential dye, ACh-evoked depolarization; stronger effect = lower value. AID 2553. hit rate 1.1% among 310,000. B-score at 10 µM;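 active = B-score under library mean minus 3 SD, initial fluorescence not abnormally high, positive integrated signal ratio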;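 also: B-score derived from integrated fluorescence ratio over the kinetic read; more negative B-score means stronger inhibition of depolarization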
# An asterisk follows results filed as active; i = inactive; . = not tested or not shown.
Structure | SKKanGAS inh | MrgX1 antagonist | RGS4 act | TRPC4 inh | HIF activator | RGS4 inh | TRPC6 act | Platelet DG rel | MrgX1 allo act | MrgX1 agonist | TRPC6 inhibitor
CC1(C)NC(=O)N(CCCCOc2ccc(Br)cc2Cl)C1=O | 0 | i | i | i | 0.1 | i | i | -3 | i | i | i
COc1ccc(S(=O)(=O)N(CC(=O)NCc2ccncc2)c2ccc(C)cc2)cc1OC | -3 | i | i | i | 0.7 | i | i | . | i | i | i
Cc1ccc2nc(N3CCN(C(=O)c4ccco4)CC3)sc2c1 | 2 | i | i | i | 7.6 | i | i | -4 | i | i | i
O=C(c1cccc(S(=O)(=O)N2CCCC2)c1)c1cccc(S(=O)(=O)N2CCCC2)c1 | -7 | i | i | i | -0.7 | i | i | -1 | i | i | i
COc1ccc(S(=O)(=O)NCc2ccccn2)cc1NC(=O)c1ccccc1C | -4 | i | i | i | -31 | i | i | -3 | i | i | i
O=S(=O)(NCc1cccnc1)c1ccc(Cl)s1 | -4 | i | i | i | 0.1 | i | i | -4 | i | i | i
CCCOc1ccc(C(=O)c2nc3c(n2O)CCCCC3)cc1 | 0 | i | i | i | -0.4 | i | i | 1 | i | i | i
CCOC(=O)c1csc(NC(=O)CSc2nnnn2-c2ccc(OC)cc2)n1 | -1 | i | i | i | -0.1 | i | i | 2 | i | i | i
CCN(CC)S(=O)(=O)c1ccc(-c2nnc(SCC(=O)Nc3ccc4c(c3)OCO4)o2)cc1 | 8 | i | i | i | -0.3 | i | i | 0 | i | i | i
O=C(NCn1ccc(=O)[nH]c1=S)c1ccccc1 | -3 | i | i | i | -0.5 | i | i | -9 | i | i | i
O=C(NC(=S)Nc1ccc2oc(=O)ccc2c1)c1cc2ccccc2o1 | -5 | i | i | i | -1.3 | i | i | -4 | i | i | i
Cc1ccc(NC(=O)CCSc2ccccn2)cc1 | -4 | i | i | i | 2.8 | i | i | -4 | i | i | i
COc1ccc(NC(=O)C23CC4CC(C2)CC(n2cnc(Br)n2)(C4)C3)c(OC)c1 | 10 | i | i | i | 0.1 | i | i | 3 | i | i | i
CN(C)c1nc(-c2ccccc2)c2cnn(Cc3ccccc3)c2n1 | -5 | i | i | i | -0.2 | i | i | 0 | i | i | i
CC(=O)N/N=c1\sc2ccccc2n1C | 2 | i | i | i | 0.7 | i | i | -3 | i | i | i
Fc1ccccc1N1CCN(c2nc3ccccc3n3nnnc23)CC1 | 6 | i | i | i | 0.8 | i | i | 8 | i | i | i
CCOc1ccccc1Nc1ncccc1C(=O)N1CCCC1 | 0 | i | i | i | 0.0 | i | i | 10 | i | i | i
COc1cccc(C(C(=O)NC2CCCC2)N(Cc2cccnc2)C(=O)Cc2cccs2)c1 (centres undefined) | -11 | i | i | i | -0.2 | i | i | -13 | i | i | i
CCOC(=O)C1(Cc2ccccc2)CCCN(Cc2ccccn2)C1 (centres undefined) | 4 | i | i | i | -0.4 | i | i | -4 | i | i | i
Cc1ccc(C(=O)OCC(=O)Nc2ccc(S(N)(=O)=O)cc2)c(O)c1 | -2 | i | i | i | -0.3 | i | i | -4 | i | i | i
Cc1ccccc1C(=O)NC(=S)Nc1ccc(N2CCOCC2)cc1 | -4 | i | i | i | 3.6 | i | i | -2 | i | i | i
Cc1cccc(CN2CCN(c3ccccn3)CC2)c1 | -21 | i | i | i | -0.3 | i | i | -9 | i | i | i
O=C(COc1cccnc1[N+](=O)[O-])NCCc1ccc(Cl)cc1Cl | 13 | i | i | i | -0.7 | i | i | -8 | i | i | i
COc1ccc2[nH]cc(CCNC(=O)c3ccc([N+](=O)[O-])cc3)c2c1 | 4 | i | i | i | -0.9 | i | i | -5 | i | i | i
Cc1ccc(S(=O)(=O)/N=C(\Nc2cccc(C)c2)Nc2nc(C)cc(C)n2)cc1 | -1 | i | i | i | -0.2 | i | i | -2 | i | i | i
COC(=O)[C@H](Cc1ccccc1)NC(=O)N1CCCCC1C (some centres undefined) | 2 | i | i | i | 0.4 | i | i | 12 | i | i | i
CCc1ccccc1NC(=O)c1ccc(NS(C)(=O)=O)cc1 | -16 | i | i | i | -0.1 | i | i | -1 | i | i | i
CCN(CC)S(=O)(=O)c1ccc(NS(=O)(=O)c2cccc(C)c2)cc1 | -7 | i | i | i | 0.4 | i | i | -5 | i | i | i
Cc1cc(C(=O)N2CCCC(N3CCN(c4cccc(Cl)c4)CC3)C2)n(C)n1 (centres undefined) | 14 | i | i | i | 0.9 | i | i | -1 | i | i | i
COc1ccc(OC)c(NC(=O)CSc2nc3ccccc3cc2Cc2ccccc2)c1 | 11 | i | i | i | -0.4 | i | i | 1 | i | i | i
O=C(NN=C1CCCCCCC1)C(=O)NC1CCCCC1 | 3 | i | i | i | -1.7 | i | i | -2 | i | i | i
Cc1ccc(S(=O)(=O)NCCc2nnc3ccc(SCC(=O)Nc4nc5ccccc5s4)nn23)cc1 | 6 | i | i | i | -0.2 | i | i | 6 | i | i | i
O=C(Nc1ccc2c(c1)OCCO2)c1cccc(S(=O)(=O)N2CCCCC2)c1 | 8 | i | i | i | 0.4 | i | i | -1 | i | i | i
C=CCOC(=O)/C(=C/c1ccco1)NC(=O)/C=C/c1ccccc1 | 0 | i | i | i | -0.3 | i | i | 13 | i | i | i
O=C(Nc1ccccc1)c1c(F)cccc1F | -4 | i | i | i | 0.5 | i | i | 1 | i | i | i
Cc1cc(=O)oc2ccc(OCC(=O)O)cc12 | 1 | i | i | i | 0.0 | i | i | 8 | i | i | i
CC(=O)c1c(C)[nH]c(C(=O)OCc2ccc([N+](=O)[O-])cc2)c1C | -3 | i | i | i | 2.1 | i | i | 19 | i | i | i
O=C(CCCOc1ccc(Cl)cc1Cl)N/N=C/c1cccc([N+](=O)[O-])c1 | 0 | i | i | i | 0.0 | i | i | -1 | i | i | i
CCc1noc(C)c1C(=O)Nc1ccccc1C(C)(C)C | -2 | i | i | i | -0.4 | i | i | 1 | i | i | i
O=C(CCCCCN1C(=O)c2cccc3cccc(c23)C1=O)NCCO | 2 | i | i | i | 0.8 | i | i | -4 | i | i | i
CC(=O)c1ccc2c(c1)OCCOCCOCCOCCOCCO2 | 5 | i | i | i | 0.8 | i | i | -3 | i | i | i
Cc1ccc(S(=O)(=O)N/N=C(\c2ccccc2)c2cccnc2)cc1 | -3 | i | i | i | 0.0 | i | i | -2 | i | i | i
Cn1cnc2c1c(=O)[nH]c(=O)n2Cc1ccccc1 | -1 | i | i | i | -1.6 | i | i | 8 | i | i | i
O=C(Nc1ccccc1)C1CC(=O)N(c2ccc3c4c(cccc24)CC3)C1 (centres undefined) | 0 | i | i | i | -0.1 | i | i | 0 | i | i | i
Cn1ncc(Cl)c1C(=O)Nc1ccc2c(c1)CCC2 | -7 | i | i | i | 2.4 | i | i | 4 | i | i | i
CCN(CC)C(=O)CSc1nnc(-c2cnccn2)n1-c1ccc(C)cc1 | 6 | i | i | i | 0.0 | i | i | 2 | i | i | i
COc1nc(-c2ccccc2)cc(C(F)(F)F)n1 | -7 | i | i | i | 0.0 | i | i | -1 | i | i | i
CCC(C)n1c(=O)c2sccc2n2c(CCCC(=O)N3CCC(C(N)=O)CC3)nnc12 (centres undefined) | 3 | i | i | i | -0.1 | i | i | -4 | i | i | i
COc1ccc(-c2cc(C)no2)cc1S(=O)(=O)N1CCN(c2ccc([N+](=O)[O-])cc2)CC1 | 3 | i | i | i | 0.3 | i | i | -10 | i | i | i
CC1CCc2c(sc3nc(CN4CCOCC4)nc(Sc4ccccc4)c23)C1 (centres undefined) | 30 | i | i | i | 1.0 | i | i | 9 | i | i | i
O=C(C1CCN(c2nnc(-n3cccc3)s2)CC1)N1CCN(c2cccc(C(F)(F)F)c2)CC1 | 27 | i | i | i | 0.0 | i | i | 5 | i | i | i
CCCCN(C)CC(O)Cn1cc(/C=C/C(=O)c2ccc(OCC)cc2)c2ccccc21 (centres undefined) | 5 | i | i | i | 0.5 | i | i | 9 | i | i | i
CC(C)CCNC(=O)C1CCCN1C(=O)NC1CCCCC1 (centres undefined) | -8 | i | i | i | -0.1 | i | i | -5 | i | i | i
CN(c1ccc(Cl)cc1)S(=O)(=O)c1nnc(NC(=O)C(C)(C)C)s1 | 5 | i | i | i | -1.9 | i | i | 4 | i | i | i
Cc1ccc(NC(=O)CN(C)S(=O)(=O)c2cnc[nH]2)c(C)c1 | -1 | i | i | i | 0.4 | i | i | -6 | i | i | i
OCC1(CCOc2ccccc2)CCN(CC2=Cc3cc(Cl)ccc3OC2)CC1 | 6 | i | -8.7* | i | -1.7 | i | i | -10 | i | i | i
COC(=O)Cn1c(=O)c2c(nc3n2CC(C)CN3c2ccc(C)c(C)c2)n(C)c1=O (centres undefined) | 3 | i | i | i | -0.3 | i | i | 21 | i | i | i
CCOC(=O)CN1C(=O)N[C@@H](CCc2ccccc2)[C@H](C(C)=O)[C@H]1C | -4 | i | i | i | -1.9 | i | i | 8 | i | i | i
CC1CCN(C2CC(=O)N(c3ccccc3)C2=O)CC1 (centres undefined) | -17 | i | i | i | 0.1 | i | i | -5 | i | i | i
O=C(NCc1ccccc1)C1=C[C@@H](c2coc3ccccc3c2=O)C[C@@H](OCCCCO)O1 | -3 | i | i | i | 0.1 | i | i | -4 | i | i | i

# Overlap with the part before: two entries; new compounds follow.
Structure | SKKanGAS inh | MrgX1 antagonist | RGS4 act | TRPC4 inh | HIF activator | RGS4 inh | TRPC6 act | Platelet DG rel | MrgX1 allo act | MrgX1 agonist | TRPC6 inhibitor
CC1CCN(C2CC(=O)N(c3ccccc3)C2=O)CC1 (centres undefined) | -17 | i | i | i | 0.1 | i | i | -5 | i | i | i
O=C(NCc1ccccc1)C1=C[C@@H](c2coc3ccccc3c2=O)C[C@@H](OCCCCO)O1 | -3 | i | i | i | 0.1 | i | i | -4 | i | i | i
O=C(C1=NN(c2ccccc2)C(=O)CC1)N1CCc2ccccc2C1 | -3 | i | i | i | -0.2 | i | i | 1 | i | i | i
CCCCN(C(=O)CSc1cc(C)c2ccc(OC)cc2n1)c1c(N)n(Cc2ccccc2)c(=O)[nH]c1=O | 0 | i | i | i | -0.2 | i | i | 2 | i | i | i
Nc1cccc(NC(=O)c2ccco2)c1 | -1 | i | i | i | 1.5 | i | i | -6 | i | i | i
C=CCc1cccc(/C=N/NC(=O)C(C)Nc2cccc(C)c2)c1O (centres undefined) | 60* | i | i | i | 0.1 | i | i | -10 | i | i | i

# No enrichment for hits; overall some 6.1% were active at least once.
